From PubChem
TDP-43 yeast inh: inhibitors of TDP-43 toxicity in yeast; TDP-43 expressing yeast growth rescue, BacTiter-Glo, 24 h; Potency, µM (doses to about 46.1 µM), inactives show top-dose growth rescue (activation), most hits filed as activators; hit rate 1.8% among 410,000; AID 652104; further: potency means the concentration at half of the fitted maximal effect; % of control where 0% means no effect; nearly all actives have a fitted effect of over 50% in size
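Readout is BacTiter-Glo luminescence of cell growth, so inhibitors register as activators. TDP-43-expressing yeast at OD600=0.02 in galactose medium, after raffinose pregrowth to mid-log, were incubated with compound for 24 hr at 30 deg C.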
D3 ag: activates the human D3 dopamine receptor; P35462; D3R DiscoveRx beta-arrestin cells, luminescence, 90 min; max activation, %; hit rate 0.58% among 410,000; in the data active means max activation above about 30%; further: 0% is about no effect; mostly tested at two doses, the higher about 12 µM
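Agonist mode: compounds and dopamine controls were applied to plated cells for 90 min at 37 degrees C after an overnight attachment at 1500 cells/well. Luminescent read-out followed 30 - 60 minutes at room temperature with DiscoveRx detection reagent.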
Abeta yeast res: A-beta toxicity reversal in yeast. hit rate 0.063% among 410,000. yeast expressing A-beta42, growth rescue, OD600, 48 h; response scale: 0% DMSO, 100% iron-clioquinol control. Potency, µM (series often up to 46.1 µM), for inactives: top-dose growth rescue, actives largely listed as activators; further: potency means the concentration at half of the fitted maximal effect; nearly all actives have a fitted effect of over 55% in size
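Yeast growth medium received pinned compounds, then yeast cells expressing toxic A-beta were added; plates incubated at 30 C for 48 hr. Growth read as absorbance at 600 nm, normalized to DMSO and equimolar FeCl3 plus clioquinol controls.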
FUS suppressor: rescues growth of FUS-expressing yeast | S. cerevisiae FUS-expressing, growth rescue, OD600, 24 h | AID 1347120 | Potency, µM (highest dose often 76.6 µM), for inactives: at the highest dose growth rescue (activation), usual class: activators | hit rate 0.24% among 390,000;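 further: potency means the concentration at half of the fitted maximal effect; plate controls were DMSO vehicle for no effect and reference control for full effect; nearly all actives have a fitted effect of over 55% in size; some results filed as inactive show a strong effect at the top dose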
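S. cerevisiae expressing FUS from galactose induction served as the toxicity model. Growth after 24hr at 30C, read as absorbance at 600 nm, indicates suppression of toxicity; compounds dosed at several concentrations.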
EPAC2 antag: antagonists of human EPAC2 | Q8WZA2 | EPAC2 GEF exchange of Rap1B-BODIPY-GDP, fluorescence | Potency, µM (series often up to 114 µM), for inactives: at the top dose activity, negative = inhibition, actives largely listed as inhibitors | hit rate 0.18% among 360,000; further: potency means the concentration at half of the fitted maximal effect; on the % scale 0 is the no-effect control and ±100 the full control effect; nearly all actives have a fitted effect of over 45% in size; many of its hits are not listed in these tables
Target sequence (Q8WZA2 whole entry, looked up): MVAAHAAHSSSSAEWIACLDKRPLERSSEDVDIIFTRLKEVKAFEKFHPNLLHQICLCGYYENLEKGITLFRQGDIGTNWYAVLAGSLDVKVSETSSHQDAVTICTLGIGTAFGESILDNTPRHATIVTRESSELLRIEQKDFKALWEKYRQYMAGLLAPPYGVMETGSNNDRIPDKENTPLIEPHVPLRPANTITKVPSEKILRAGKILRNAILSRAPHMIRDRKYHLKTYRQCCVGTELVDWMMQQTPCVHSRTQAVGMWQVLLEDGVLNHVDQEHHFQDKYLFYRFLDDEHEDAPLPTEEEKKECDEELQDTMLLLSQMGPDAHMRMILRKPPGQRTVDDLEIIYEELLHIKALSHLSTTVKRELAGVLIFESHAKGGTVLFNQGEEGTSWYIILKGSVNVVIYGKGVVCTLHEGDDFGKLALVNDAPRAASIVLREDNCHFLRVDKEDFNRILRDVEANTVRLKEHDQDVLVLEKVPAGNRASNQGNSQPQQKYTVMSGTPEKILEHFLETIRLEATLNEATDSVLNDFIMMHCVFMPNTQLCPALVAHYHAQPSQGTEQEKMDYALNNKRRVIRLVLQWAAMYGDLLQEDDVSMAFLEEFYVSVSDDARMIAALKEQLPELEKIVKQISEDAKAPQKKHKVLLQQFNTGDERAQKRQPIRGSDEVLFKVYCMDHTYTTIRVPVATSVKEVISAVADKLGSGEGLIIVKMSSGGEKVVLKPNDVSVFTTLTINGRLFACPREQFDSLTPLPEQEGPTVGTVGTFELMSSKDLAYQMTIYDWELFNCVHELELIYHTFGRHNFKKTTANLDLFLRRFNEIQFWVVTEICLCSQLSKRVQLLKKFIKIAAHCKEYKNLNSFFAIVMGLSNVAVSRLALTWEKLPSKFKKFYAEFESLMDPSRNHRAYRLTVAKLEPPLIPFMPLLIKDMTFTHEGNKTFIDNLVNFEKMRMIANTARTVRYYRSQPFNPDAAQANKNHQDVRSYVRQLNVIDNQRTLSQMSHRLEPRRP
EPAC2 agonist: agonists of human EPAC2 (RAPGEF4); Q8WZA2; Potency, µM (highest dose often 154 µM), inactives show top-dose activation, most hits filed as activators; EPAC2 activation, biochemical qHTS; response scale: 100% = 6.5 mM cAMP response; AID 720711; hit rate 0.079% among 360,000; further: potency means the concentration at half of the fitted maximal effect; nearly all actives have a fitted effect of over 50% in size
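Each well held 100 nM EPAC2, 250 nM RAP1B-BODIPY-GDP and 50 uM GDP. Fluorescence, read at 5-min intervals to 30 min, was referenced to a 6.5 mM cAMP positive control.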
aSyn yeast inh: inhibitors of alpha-synuclein toxicity in yeast | hit rate 0.14% among 370,000 | Potency, µM (series often up to 46.1 µM), for inactives: top-dose growth rescue (activation), actives largely listed as activators | Yeast expressing alpha-synuclein, growth rescue, BacTiter-Glo, 24 h; further: potency means the concentration at half of the fitted maximal effect; % of control where 0% means no effect; nearly all actives have a fitted effect of over 65% in size
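Screening used galactose-induced yeast with toxic alpha-synuclein levels, exposed to compound for 24 hr at 30 deg C. Cell growth, read with BacTiter-Glo luminescence, gave the measured signal.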
DRD3 antagonist: D3 dopamine receptor (human) antagonism | hit rate 2.5% among 360,000 | max response, negative = inhibition, % | P35462 | D3R cells, DiscoveRx beta-arrestin luminescence, antagonist mode; active compounds read low; in the data active means max response below about -50%; inconclusive means no clear call, values can overlap the other calls; further: on the % scale 0 is the no-effect control and ±100 the full control effect; mostly tested at two doses, the higher about 12 µM
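Cells plated overnight at 1500 cells/well, then exposed to library compounds with dopamine controls for 90 minutes at 37 degrees C. DiscoveRx reagent added for 30–60 minutes at room temperature; luminescence read, quantitative HTS format.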
Starred values were filed as active, the others as inactive; ? = inconclusive; / = no result given; & = joins results of further samples; [ ] = dose if it differs, or a comment. Unless noted, the call rests on the fitted dose curve; in most records, active means well fitted curve in the direction sought with a large enough effect; inconclusive means small, poorly fitted or top-dose-only effect, or another doubt; inactive means no such curve, though single readings can be large; an effect the other way counts as inactive or inconclusive. Some of the compounds tested (hit frequency here may not be typical).

SMILES	TDP-43 yeast inh	D3 ag	Abeta yeast res	FUS suppressor	EPAC2 antag	EPAC2 agonist	aSyn yeast inh	DRD3 antagonist
CC1=NNC(=O)C1CCC(=O)N/N=C/c1ccco1 (stereo unspecified)	-27%	1	-2%	20%	7%	7%	-5%	0
COc1ccc(-c2nc3ccccc3o2)cc1NC(=O)c1cccnc1	24%	3	-19%	-6%	/	/	0%	/
CCCC(=O)Nc1cc(-c2nc3ncccc3o2)ccc1Cl	-2%	5	-4%	-10%	8%	1%	-3%	-7
N#C/C(=C/C1=C(N2CCOCC2)C(=C/c2cccc([N+](=O)[O-])c2)/CC1)C(=O)Nc1ccccc1F	2%	39*	5%	/	79µM*	-7%	1%	-17
COc1cccc(COC(=O)C2CC(=O)N(Cc3ccco3)C2)c1OC (stereo unspecified)	1%	-4	-1%	15%	-8%	6%	-2%	7
CC(C(=O)Nc1ccccc1Oc1ccccc1)c1ccccc1 (stereo unspecified)	-17%	-18	-1%	/	-24%	8%	-8%	-11
CCN(CC)S(=O)(=O)c1ccc2c(c1)c(=O)c(C(=O)NCCCN(C)c1ccccc1)cn2C	-7%	-17	-7%	11%	-16%	8%	-2%	-4
O=c1cc(-c2ccc(F)cc2)nc(SCc2nc(-c3cccc(Cl)c3)no2)[nH]1	-2%	-8	-8%	-6%	/	/	/	/
O=c1ccc(-c2ccccc2)nn1Cc1ccccc1F	?	0	-3%	17%	?	1%	5%	-1
Cc1cc(NC(=S)Nc2cccc3ccccc23)n[nH]1	5%	-10	-4%	4%	1%	7%	-11%	-20
N#C/C(=C\c1ccccc1)C(=O)N(c1ccccn1)C1CCCCC1	?	-2	6%	/	-2%	16%	-43%[inhibitor]	-11
Cc1ccc(-c2nn3c(C)nnc3s2)cc1NCc1c(F)cccc1Cl	-11%	17	10%	7%	0%	2%	9%	44
CCc1ccc(S(=O)(=O)NCC(O)COc2ccc(OC)cc2)cc1 (stereo unspecified)	0%	3	20%	5%	1%	13%	7%	11
COc1ccc(/C=C2/C(=O)ON=C2c2ccccc2)cc1OC	?	0	-22%	13%	2%	-1%	13µM*	?
CCC1SC2=NC(C)=C(C(=O)OC)C(c3ccc(C(=O)OC)cc3)N2C1=O (stereo unspecified)	-8%	-5	-4%	32%	10%	-3%	-3%	-25
Nc1ccc(N=Nc2ccccc2)c2ccccc12	6%	-1	-10%	-13%	1%	8%	-3%	-12
CC1=C(C(=O)Nc2ccc(Cl)cc2)C(CC(C)C)n2nc(SCc3ccccc3C)nc2N1 (stereo unspecified)	9%	2	-5%	-4%	/	/	/	/
CCCCN(C(=O)CSCc1ccc(C)cc1)c1c(N)n(Cc2ccccc2)c(=O)[nH]c1=O	-28%	-4	-12%	27%	26%	-4%	-3%	-3
O=C(NCCNCc1ccccc1)c1ccco1	-43%[inhibitor]	11	-15%	28%	-14%	-7%	15%	10
CNC(=O)CSc1nnc(-c2cccc(S(=O)(=O)N3CCOCC3)c2)n1-c1ccc(F)cc1	2%	0	4%	14%	11%	6%	-2%	3
O=C(/C=C/c1ccccc1Cl)NCCCn1ccnc1	0%	-9	-15%	4%	6%	4%	2%	-4
O=C(/C=C/c1ccco1)c1ccc(NC(=O)C23CC4CC(CC(C4)C2)C3)cc1	8%	-1	-8%	36%	-5%	-5%	13%	1
COc1ccc(CNC(=O)COC(=O)CO/N=C(\C)c2ccc3c(c2)OCO3)cc1	-11%	-10	1%	20%	-10%	14%	0%	-16
c1ccc(-c2c[nH]c3[n+]2CCCCC3)cc1	0%	0	-1%	-10%	5%	25%	-4%	25
COc1cc(C(=O)N(C(C)C)C2CCCCC2)cc(OC)c1OC	2%	7	7%	7%	-5%	1%	3%	9
O=C1OCCN1c1c(-c2ccccc2)c(-c2cccs2)nc2c(-c3ccccc3)cccc12	?	0	1%	17%	-8%	4%	-4%	13
Cc1ccc(C)c(NS(=O)(=O)c2cc(C(=O)Nc3ccccc3-c3ccccc3)ccc2Cl)c1	-35%[inhibitor]	-17	-7%	33%	-7%	26%	19%	?
Cc1ccc(-c2nc(N)sc2CC(=O)OCC(=O)N2C(C)CCCC2C)cc1 (stereo unspecified)	13%	-2	4%	32%	0%	6%	1%	53
O=C(CSc1nc(=O)n(CCCN2CCOCC2)c2c1CCCC2)Nc1cccc([N+](=O)[O-])c1	24%	-10	-7%	17%	-3%	-6%	5%	1
Cc1cc(NC(=O)c2ccccc2C)no1	2%	2	13%	3%	-2%	11%	-10%	-25

Compounds from the list above with an NH in an aromatic ring, in the order listed:
SMILES	TDP-43 yeast inh	D3 ag	Abeta yeast res	FUS suppressor	EPAC2 antag	EPAC2 agonist	aSyn yeast inh	DRD3 antagonist
O=c1cc(-c2ccc(F)cc2)nc(SCc2nc(-c3cccc(Cl)c3)no2)[nH]1	-2%	-8	-8%	-6%	/	/	/	/
Cc1cc(NC(=S)Nc2cccc3ccccc23)n[nH]1	5%	-10	-4%	4%	1%	7%	-11%	-20
CCCCN(C(=O)CSCc1ccc(C)cc1)c1c(N)n(Cc2ccccc2)c(=O)[nH]c1=O	-28%	-4	-12%	27%	26%	-4%	-3%	-3
c1ccc(-c2c[nH]c3[n+]2CCCCC3)cc1	0%	0	-1%	-10%	5%	25%	-4%	25

(further entries)
SMILES	TDP-43 yeast inh	D3 ag	Abeta yeast res	FUS suppressor	EPAC2 antag	EPAC2 agonist	aSyn yeast inh	DRD3 antagonist
Cc1cc(CNC[C@H]2O[C@@H](n3ccc(=O)[nH]c3=O)[C@H](O)[C@@H]2O)no1	25%	-4	6%	-17%	5%	5%	-3%	-4
Cc1nc2c(cnn2-c2ccccc2Cl)c(=O)n1-c1ccc(C(C)C)cc1	?	-6&2	-46%&-35%[inhibitor]	21%&21%	-5%	4%	-13%	2
Cn1c(=O)c2sccc2n2c(CCCC(=O)Nc3ccc(Oc4ccccc4)cc3)nnc12	21%	5	-3%	?	/	/	/	/
O=C(O)c1ccc(-n2c(=O)c3ccccc3c3ccccc3c2=O)cc1	-14%	9	7%	3%	1%	7%	5%	-20
C=CCn1c(Cc2cccs2)nnc1SCC(=O)Nc1ccc(OC)c(OC)c1	24%	-1	17%	14%	-6%	2%	0%	33
CCc1cc2c(SCC(=O)NCC3CCCO3)ncnc2s1 (stereo unspecified)	7%	2	1%	/	8%	10%	-4%	8
COC(=O)/C=C1/SC(=Nc2ccc(Cl)c(Cl)c2)NC1=O	-19%	-9	-4%	13%	-3%	3%	-1%	-16
O=C(CN1C(=O)C2CC=C(Cl)CC2C1=O)N1CCOCC1 (stereo unspecified)	-4%	1	1%	-2%	14%	2%	-10%	3
COc1ccc(N2CCN(c3ccc(S(=O)(=O)N(C(C)C)C(C)C)cn3)CC2)cc1	-3%	-3	2%	5%	-10%	8%	-4%	-4
CCc1cccc(CC)c1NC(=O)C1SC(=Nc2ccccc2C)C(c2nc3ccccc3s2)=C1N (stereo unspecified)	0%	-3	19%	34%	7%	2%	3%	-22
O=C(Cc1ccccc1)N/N=C/C=C/c1cccc([N+](=O)[O-])c1	3%	-12	-15%	25%	-1%	6%	-4%	1
Cc1nc2sc(C(=O)c3ccccc3)c(N)c2c2c1CCCC2	22µM*	1	-40%[inhibitor]	13%	-3%	19%	29%	-20
COC(OC)C(C)NC(=O)NC(=O)c1ccccc1Cl (stereo unspecified)	18%	8	5%	-1%	-6%	7%	2%	0
CC1(C)SC2c3ccccc3C(=O)N2[C@@H]1C(=O)NC1CC1 (stereo partly specified)	1.3µM*	0	-14%	5%	1%	-4%	-5%	-20
O=C(Nc1ccc2c(c1)OCO2)C1CCN(S(=O)(=O)c2ccc3c(c2)OCCO3)CC1	-21%	-3	-6%	29%	-6%	9%	-6%	-4
O=C(CN1CCN(c2ccccc2)CC1)N1N=CCC1c1ccccc1 (stereo unspecified)	-2%	-14	13%	1%	0%[57.1 µM]	-20%	2%	0
COc1cc(C(=O)OCc2cccc(OC)c2OC)ccc1OCC(=O)N1CCOCC1	18%	10	29%	11%	2%	2%	2%	8
COC(=O)CN1C(=O)S/C(=C/c2ccc(N3CCCCC3)o2)C1=O	?	4	-22%	?	144%[activator]	13%	?	?
Cc1ccc(SCC(=O)NCCCc2ccccc2)cc1	/	-7	9%	10%	-9%	0%	25%	-2
O=C(NCC1CCCCC1)c1cccnc1Cl	-30%	-1	-5%	23%	-2%	19%	-1%	-5
CN(C)CCCN(C(=O)c1ccc(S(=O)(=O)N2CCc3ccccc3C2)cc1)c1nc2ccc(F)cc2s1	-21%	-9	-23%	?	?	21%	-29%	?
CC(O)(c1cccc(F)c1)c1nc(-c2cncnc2)cs1 (stereo unspecified)	17%	-6	-7%	-10%	1%	5%	-11%	?
CC12CCC(C(=O)Nc3cc(Cl)ccc3Cl)(C(Br)C1=O)C2(C)C (stereo unspecified)	3%	-6	22%	/	-17%	20%	5%	-7
Cc1nnc2sc(-c3ccc(NC(=O)CSc4ccc(Cl)cc4)cc3)nn12	3%	-5	-11%	33%	21%	5%	0%	7
CCCCOc1ccc(C(=O)N(Cc2ccc(C(C)C)cc2)C2CCS(=O)(=O)C2)cc1 (stereo unspecified)	13%	2	?	?	/	/	/	/
O=C(Nc1ccccc1Cl)c1ccc(=O)[nH]n1	19%	-1	0%	8%	-11%	4%	0%	2
O=C(c1ccc(Cl)c(S(=O)(=O)N2CCc3ccccc3C2)c1)N1CCN(c2ccccc2)CC1	-17%	2	-10%	16%	-1%	7%	2%	-1
O=C1C2C3C=CC(C3=C(c3ccccc3)c3ccccc3)C2C(=O)N1CCO (stereo unspecified)	20µM*	-4	8%	40%	-11%[57.1 µM]	-1%	15%	-10
O=C(CSc1nc2c(c(=O)n1-c1ccccc1)SCC2)N1CCOCC1	21%	3	-1%	-20%	-7%	10%	0%	11
C=CCN(CC=C)C(=S)Nc1cc(Cl)ccc1OC	?	4	37%	-7%	-3%	8%	9%	-23
CCOc1cc(N2CCOCC2)c(OCC)cc1NC(=O)COC(=O)[C@@H]1CCCN1S(=O)(=O)c1ccccc1F	-8%[9.22 µM]	7	-2%	31%	2%	-2%	12%	30
COc1ccccc1OCCSc1nnc(CNC(=O)c2ccco2)n1C	-6%	6	5%	3%	2%	1%	-1%	3
Cc1cc(NC(=O)CSc2nnc(C(C)N(C)C)n2Cc2ccccc2)no1 (stereo unspecified)	5%	-8	-18%	-10%	-5%	-3%	-8%	-19
